Hsp90 Hop PPI – qHTS Assay for Disrupters of an Hsp90 Co-Chaperone Interaction; Hsp90 C-terminal peptide / TPR2A (Hop) interaction, human; AlphaScreen TPR2A-His6 binding biotin-Hsp90 C-terminal peptide; Potency, µM (series often up to 57 µM), for the others: at the highest dose activity change, negative = inhibition; 0.44% of 71,000 active; active = well fitted curve in either direction with a large enough effect; inconclusive = small, poorly fitted or top-dose-only effect, or another doubt; also: potency is read from the fitted curve at half-maximal effect; % is scaled to controls: 0 for no effect and ±100 for the full control effect; many of its hits are not listed in these tables
Epigenetic mod – qHTS Assay for Epigenetic Modulators. mouse C127i GFP locus derepression, cytometry, 30 h. Potency, µM (doses to about 46.1 µM), for the others: at the top dose GFP derepression (activation). 0.09% of 68,000 active; also: % of control where 0% means no effect
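Murine C127i mammary cells carrying a silenced, stably integrated CMV-driven GFP reporter were treated with compound for 30 hours at 37 C. After PBS washes, GFP-positive cells were counted by laser-scanning microplate cytometry.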
4-MU autofl – qHTS Assay for Spectroscopic Profiling in 4-MU Spectral Region; compound autofluorescence, 340/450 nm, 4-MU equivalents; stronger effect = higher value; max dye-equivalent concentration, M; 11% of 59,000 active; AID 589, 2007; in the data active = max dye-equivalent concentration above about 10 nM; inconclusive = mostly about 1.1 nM to 9.6 nM
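Compounds in 100 mM Tris, pH 8.0, sat 15 min at room temperature before fluorescence was read at 340 nm excitation/450 nm emission; a per-plate six-point 4-MU standard curve converted signals to dye-equivalent concentration at each compound concentration.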
A350 autofl – qHTS Assay for Spectroscopic Profiling in A350 Spectral Region. Compound autofluorescence, 340/450 nm, Alexa 350 dye-equivalents; stronger effect = higher value. max dye-equivalent concentration, M. 11% of 59,000 active; in the data active = max dye-equivalent concentration above about 10 nM; inconclusive = mostly about 1.1 nM to 9.6 nM
BRCT PPI green – qHTS Assay for Inhibitors of BRCT-Phosphoprotein Interaction (Green Fluorophore); Breast cancer type 1 susceptibility protein (Homo sapiens), P38398; BRCA1 BRCT-phosphopeptide binding, green fluorescence polarization; Potency, µM (highest dose often 76.9 µM), without a hit: at the top dose activity change, negative = inhibition, actives largely listed as inhibitors; 0.05% of 75,000 active; AID 875, 2007;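 also: potency is read from the fitted curve at half-maximal effect; plate controls were peptide without protein for full effect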
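Compounds were incubated for 12 min at room temperature with a complex of 100 nM fluorescein-tagged pBACH1 decapeptide and 250 nM His-tagged BRCT protein. Buffer was phosphate pH 7.3 with EDTA, DTT and Tween 20. Disruption of binding lowers the polarization signal.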
BRCT inh red – qHTS Assay for Inhibitors of BRCT-Phosphoprotein Interaction (Red Fluorophore) | AID 892, 2007 | BRCT-phosphopeptide binding, red fluorescence polarization | 0.03% of 75,000 active | Breast cancer type 1 susceptibility protein (Homo sapiens), P38398 | Potency, µM (doses to about 76.9 µM), for the others: at the top dose activity change, negative = inhibition, hits mostly inhibitors; also: % is scaled to controls: 0 for no effect and ±100 for the full control effect
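Rhodamine-labelled pBACH1 10-mer (100 nM) bound to BRCT domain (100 nM) at pH 7.3; compounds incubated 12 min room temperature, polarization read. Free peptide defines full inhibition; unlabelled decapeptide titrated as control.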
DNA Pol III inh – qHTS Assay for Inhibitors of DNA Polymerase III Holoenzyme System; AID 603, 2007; 0.25% of 71,000 active; reconstituted DNA polymerase III holoenzyme replication, biochemical; Potency, µM (doses to about 57.1 µM), without a hit: at the highest dose activity change, negative = inhibition; also: potency is read from the fitted curve at half-maximal effect; % is scaled to controls: 0 for no effect and ±100 for the full control effect
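Reconstituted *E. coli* holoenzyme (0.35 nM Pol III, 1 nM beta, 154 nM SSB, 2 nM primase) was preincubated with compound for 15 min at RT. Synthesis on 1.4 nM ssM13Gori ran 35 min, then was stopped with PicoGreen/EDTA and read as dsDNA fluorescence.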
UbGFP stabilizer – Ubiquitin-GFP Assay. 67,000 tested, under 10 active. Ubiquitin-GFP reporter cells, proteasome inhibition, GFP fluorescence; response scale: untreated = 0%, 10 µM MG-132 = 100%. Potency, µM (top dose mostly 45.9 µM), without a hit: top-dose activation (GFP accumulation), most hits filed as activators. AID 526, 2006; active = well fitted activation curve with a large enough effect, not every such curve was filed as active; inconclusive = small, poorly fitted or top-dose-only effect, or another doubt; inactive = no such curve, though single readings can be large or run the other way; also: potency is read from the fitted curve at half-maximal effect
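U2OS cells stably expressing ubiquitin(G76V)-GFP, seeded overnight in 0.5% FBS medium, were exposed to compounds (qHTS, 46 uM to 2.9 nM) for 4 hr at 37 °C. GFP-positive cells were counted by laser cytometry (488 ex/515 em), normalized between basal and 10 uM MG-132.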
15-hLO inh – qHTS Assay for Inhibitors of 15-hLO (15-human lipoxygenase) | Polyunsaturated fatty acid lipoxygenase ALOX15 (Homo sapiens), P16050 | purified 15hLO-1, xylenol orange hydroperoxide absorbance | Potency, µM (doses to about 57.1 µM), for the others: at the top dose activity change, negative = inhibition, most hits filed as inhibitors | 1.4% of 74,000 active; also: potency is read from the fitted curve at half-maximal effect; % is scaled to controls: 0 for no effect and ±100 for the full control effect; nearly all actives have a fitted effect of over 55% in size
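Purified human 15hLO-1 (40 nM final) in 25 mM Hepes pH 7.5, 0.01% Triton X-100 was preincubated with compound 15 min at room temperature, then reacted 6 min with 50 uM arachidonic acid; hydroperoxide detected by Fe-XO, 573/405 nm absorbance ratio.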
CRE-bla Fsk – Cell signaling CRE-BLA (Fsk stim) | 2.5% of 71,000 active | AID 662, 2007 | CHO CRE-bla reporter (cAMP response element driving beta-lactamase), forskolin EC10, beta-lactamase ratio | Potency, µM (titrated, usually from 38.2 µM), inactives show at the highest dose activity change, negative = inhibition, usual class: activators; active = well fitted activation curve with a large enough effect in the signal ratio, with a control signal flat, not every such curve was filed as active; inconclusive = small, poorly fitted or top-dose-only effect, or effect the other way, or a change in a side signal; the % refers to the signal ratio; also: potency is read from the fitted curve at half-maximal effect; % of control where 0% means no effect
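The 460nm/530nm emission ratio after CCF4 loading defined %Activity, from which AC50 values were obtained. CRE-bla CHO cells received compound dilution series together with an EC10 level of NKH 477 for 3 hours at 37 degrees Celsius.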
HBB splicing – qHTS Assay for Modulators of Hemoglobin Beta Chain Splicing. AID 925, 2007. 0.06% of 65,000 active. Potency, µM (titrated, usually from 46.1 µM), without a hit: at the highest dose activation, hits mostly activators. HBB splicing reporter cell assay, activation; EGFP reporter with mutant IVS2-654 intron; response scale: normalised to 500 nM splice-correcting PNA; also: potency is read from the fitted curve at half-maximal effect; 0% is about no effect
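Compounds were applied for 2 days to HeLa EGFP-654 cells, 500/well in Optimem with 2% FCS. The reporter's EGFP is disrupted by mis-splicing of beta-globin intron IVS2-654. Readout: summed well GFP fluorescence from 488 nm laser scanning; reference was 500 nM antisense […] 654 PNA.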
* = called active by the depositor; i = inactive; ? = inconclusive; . = not tested or not shown; & = joins results of further samples; ! = repeats disagree; [ ] = remark or other dose. Unless noted, calls follow the shape of the dose curve; as a rule, active = well fitted curve in the direction sought with a large enough effect; inconclusive = small, poorly fitted or top-dose-only effect, or another doubt; inactive = no such curve, though single readings can be large; an effect the other way counts as inactive or inconclusive. Some of the compounds tested; the hit share may differ from the screen's.

SMILES	Hsp90 Hop PPI	Epigenetic mod	4-MU autofl	A350 autofl	BRCT PPI green	BRCT inh red	DNA Pol III inh	UbGFP stabilizer	15-hLO inh	CRE-bla Fsk	HBB splicing
O=C(c1ccccc1)c1cn(CC(=O)N2CCOCC2)c2ccccc12	0%	-3%	i	i	-2.7%	-0.9%	0%	-2%	-1%	1%	0.7%
Cc1ccc(Cn2nnnc2CN2CCC(n3nnc4ccccc43)CC2)cc1	-5%	4%	i	i	1.7%	-2.2%	-5%	-3%	-6%	14%	-0.1%[57.5 µM]
Cc1ccc(C2(O)CCN3CCCCC32)cc1 (centres undefined)	-2%	-2%	i	i	-1.7%	-0.4%	2%	3%	1%	-9%	0.1%[1.84 µM]
C=C(C)CCl	-4%	.	.	.	0.1%	1.3%	-4%	.	7%	-5%	-0.3%
C=CCCl	-1%	.	.	.	-1.2%	-0.2%	-2%	.	3%	-9%	-0.8%
O=P(O)(O)C#Cc1ccccc1	-2%	-4%	.	.	-2.5%	0.3%	0%	12%	1%	0%	0.9%[9.22 µM]
CCCCCCCCCc1ccc(O)cc1	?	.	.	.	1.2%	-4.5%	-20%	.	-40%	5µM*	-0.2%
CP(=O)(O)CCCN	-8%&-10%&-4%	0%&0%&-1%	1.6e-07M*!	1.7e-07M*!	-0.3%&-2.0%&-1.8%	-1.3%&-0.6%&1.3%	-2%&-6%&-2%	-1%&3%&-2%	-29%	-1%&-15%&-3%	-1.3%[0.369 µM]
CCOC(=O)C1CCN(/C=C2/C(=O)NC(=O)N(c3ccc(OCC)cc3)C2=O)CC1	?	-2%	.	.	0.2%	-1.1%	3%	2%	6%	4%	-0.8%[9.22 µM]
CN1C(=O)c2ccccc2Sc2ccc(C(=O)N3CCC4(CC3)OCCO4)cc21	-4%	-3%	i	i	-3.8%	1.3%	-5%	-9%	7%	?	4.0%
Cc1c(OCC(F)(F)F)ccnc1CS(=O)c1nc2ccccc2[nH]1 (centres undefined)	-5%[26 µM]	0%[20.6 µM]	?	?	-2.0%	-1.0%	6%[25.6 µM]	0%[20.5 µM]	25µM*!	?	-1.2%[20.6 µM]
N#CCCC#N	?	.	.	.	-1.4%	0.8%	1%	.	-3%	-1%	0.9%
O=C(O)Cc1cnc[nH]1	-10%	0%	i	i	-1.9%	-1.8%	0%	1%	26%	-3%	1.4%
O=C(O)COc1ccc(Cl)cc1Cl	-2%&-3%	.	.	.	-1.4%&0.5%	1.4%&-0.4%	0%&-5%	.	-5%&-4%	-8%&-3%	0.7%&0.1%
C[N+]1([O-])[C@H]2CC[C@H]1CC(OC(=O)[C@@H](CO)c1ccccc1)C2 (some centres undefined)	0%[11 µM]	2%[9.22 µM]	i	i	-1.2%[15.4 µM]	0.2%[15.4 µM]	1%[11.4 µM]	-2%[9.17 µM]	8%[11.4 µM]	-1%[7.6 µM]	0.0%[9.22 µM]
CCBr	6%	.	.	.	-0.5%	-1.2%	2%	.	-2%	-12%	0.1%
O=[N+]([O-])CCO	1%	.	.	.	-0.6%	0.2%	-1%	.	-5%	-5%	-0.2%
CCCN(CCC)C(=O)Cc1c(-c2ccc(Cl)cc2)nc2c(Cl)cc(Cl)cn12	-1%	-1%	i	i	-1.1%	1.6%	-6%	0%	-4%	0%	0.3%
COCCOC(=O)C1=C(N)OC(C)=C(C(=O)OC)C12C(=O)Nc1ccccc12 (centres undefined)	-4%	-6%	.	.	0.2%	1.1%	2%	-7%	1%	-8%	-0.2%[9.22 µM]
COc1ccc(-n2c(=O)[nH]c3ccccc3c2=O)c(OC)c1	-1%	-2%	?	?	-1.3%	-1.7%	-5%	-1%	2%	?	0.8%
O=CC=O	3%	.	.	.	-0.2%	0.8%	-6%	.	2%	5%	0.4%
CCCCn1c(O)c(C(C)=NCc2ccc(F)cc2)c(=O)[nH]c1=O	1%	-2%	i	i	0.7%	-0.6%	-2%	7%	-2%	?	1.4%[1.84 µM]
CN1CC[C@@]2(c3cccc(O)c3)Cc3nc4ccccc4cc3C[C@H]2C1	-3%	3%	.	.	12%	-0.1%	-4%	-3%	2%[25.6 µM]	?	.
CCSC(=O)N1CCCCCC1	0%	.	.	.	0.7%	-0.3%	-1%	.	-2%	-3%	0.2%
C[C@@H]1O[C@H](C[N+](C)(C)C)CS1	-3%	-2%	i	i	-3.0%	0.5%	0%	5%	5%	0%	-1.7%

Later entries
SMILES	Hsp90 Hop PPI	Epigenetic mod	4-MU autofl	A350 autofl	BRCT PPI green	BRCT inh red	DNA Pol III inh	UbGFP stabilizer	15-hLO inh	CRE-bla Fsk	HBB splicing
Oc1cc(Cl)c(Cl)c(Cl)c1	-2%	.	.	.	-1.9%	0.2%	-4%	.	-15%	1%	-1.8%
CC(C)(O)C(=O)Nc1ccc([N+](=O)[O-])c(C(F)(F)F)c1	1%	.	.	.	-1.0%	1.8%	-3%	.	4%	5%	-1.4%
CCCc1[nH]nc2c1C1(C(=O)N(CC(N)=O)c3ccccc31)C(C(=O)OC)=C(N)O2 (centres undefined)	-2%	0%	i	i	-3.2%	-1.3%	-5%	1%	-1%	-2%	-1.8%[57.5 µM]
Cc1cc[c]([Sb]2[O][C@H]([C@H](O)[C@H](O)C(=O)O)[C@@H](CO)[O]2)cc1	1%[11 µM]	-3%[9.22 µM]	i	i	-1.3%[15.4 µM]	0.5%[15.4 µM]	-8%[11.4 µM]	6%[9.17 µM]	21%[11.4 µM]	3%[7.6 µM]	5.8%[9.22 µM]
CCOc1cc2[nH]c(=S)n(CCCC(=O)N3CCC4(CC3)OCCO4)c(=O)c2cc1OCC	-5%	-3%	i	i	2.1%	-1.0%	-5%	-7%	-1%	?	1.9%
CCOC(=O)C1C2c3ccccc3O[C@@]1(C)N=C1SCC(=O)N12 (some centres undefined)	0%	-1%	i	i	-0.6%	0.5%	-2%	-22%	-6%	-11%	0.4%
CC(=O)OC1=CC2=CC[C@H]3[C@H]4CCC(=O)[C@@]4(C)CC(=O)[C@]3(S)[C@]2(C)CC1	-6%[11 µM]	7%[9.22 µM]	i	i	0.5%[15.4 µM]	1.7%[15.4 µM]	-14%[11.4 µM]	-3%[9.17 µM]	-9%[11.4 µM]	4%[7.6 µM]	1.7%[9.22 µM]
NC(=NCCC[C@@H](N)C(=O)O)N[N+](=O)[O-]	-5%	0%	i	i	.	.	-7%	-2%	.	-2%	0.9%
COc1ccc2c(c1OC)C(=O)O[C@H]2[C@H]1c2cc3c(cc2CCN1C)OCO3	3%	-5%[9.22 µM]	?	?	-0.4%[34.4 µM]	1.1%[34.4 µM]	-4%	1%	9%[25.6 µM]	?	-0.1%[20.6 µM]
Clc1cccc2ccccc12	-1%	.	.	.	-3.0%	-2.8%	0%	.	4%	5%	-0.3%
CC(C)CCOC(=O)c1c(N)n(CC2CCCO2)c2nc3ccccc3nc12 (centres undefined)	?	0%	2.1e-06M*	3e-06M*	-1.0%	-0.4%	-9%	-4%	-6%	?	2.3%[57.5 µM]
Clc1ccc(CS[C@@H](Cn2ccnc2)c2ccc(Cl)cc2Cl)cc1	-7%[26 µM]	-1%[20.6 µM]	i	i	-4.7%[34.4 µM]	-0.4%[34.4 µM]	-8%[25.6 µM]	-4%[20.5 µM]	27%[25.6 µM]	?	1.4%[20.6 µM]
C[C@H](N)c1cccc(Cl)c1Cl	-9%	-1%	i	i	1.0%	1.2%	-4%	0%	6%	-2%	1.1%
c1ccc(OP(Oc2ccccc2)Oc2ccccc2)cc1	1%	.	.	.	-1.3%	-1.3%	-1%	.	-6%	-16%	0.0%
OCCNc1c2c(nc3ccccc13)CCCC2	-4%	0%	i	i	-1.4%	-0.6%	2%	9%	3%	10%	1.4%[57.5 µM]
O=C1CN=C(c2cccs2)c2c(sc3c2CCCC3)N1	-8%	1%	i	i	0.3%	-0.8%	-5%	3%	16µM*	7%	.
CN(C)C(=O)Oc1ccc(-c2nnco2)cc1	-5%	-2%	.	.	-0.6%	0.5%	8%	16%	7%	2%	-0.3%

Source: PubChem BioAssay
